EZH2 inh – inhibitors of human EZH2/PRC2 methyltransferase; PRC2 H3K27 methylation, DELFIA TRF, 1 h; inhibition, % at 12.5 µM; actives 0.35% (n = 57,000); Q15910;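 active = mean inhibition of replicates at least 50% and every single replicate also reaching 50%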;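 note: dimethyl H3K27 on biotinylated H3 21-44 peptide detected by antibody; plate controls were median neutral control wells for no effect and median positive control wells for full effect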
Target sequence (Q15910 whole entry, looked up): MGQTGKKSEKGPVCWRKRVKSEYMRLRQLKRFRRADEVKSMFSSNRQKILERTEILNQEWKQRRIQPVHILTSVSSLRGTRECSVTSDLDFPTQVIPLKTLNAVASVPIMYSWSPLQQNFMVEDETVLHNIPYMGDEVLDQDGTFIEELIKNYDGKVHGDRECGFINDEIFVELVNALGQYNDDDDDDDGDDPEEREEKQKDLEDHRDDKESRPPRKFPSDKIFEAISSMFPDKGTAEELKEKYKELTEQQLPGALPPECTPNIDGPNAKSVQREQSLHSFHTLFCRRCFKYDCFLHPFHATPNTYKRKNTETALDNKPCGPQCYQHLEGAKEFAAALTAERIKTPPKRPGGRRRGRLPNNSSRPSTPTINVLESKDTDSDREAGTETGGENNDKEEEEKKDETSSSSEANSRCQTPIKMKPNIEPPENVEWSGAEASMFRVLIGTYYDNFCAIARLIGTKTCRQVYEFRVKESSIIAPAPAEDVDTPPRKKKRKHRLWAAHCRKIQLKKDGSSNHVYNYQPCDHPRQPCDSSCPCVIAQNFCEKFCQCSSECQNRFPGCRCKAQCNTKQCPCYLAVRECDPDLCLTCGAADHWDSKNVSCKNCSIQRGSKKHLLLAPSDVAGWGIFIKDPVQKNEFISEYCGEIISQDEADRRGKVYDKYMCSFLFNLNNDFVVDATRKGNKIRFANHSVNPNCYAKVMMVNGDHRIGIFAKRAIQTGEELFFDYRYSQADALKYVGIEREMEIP
IDH1 R132H inh – blocks human IDH1 R132H reductase activity; O75874; diaphorase/resazurin fluorescence, 60 min; inhibition, % at 10 µM; actives 0.18% (n = 70,000); in the data active = inhibition above about 34%;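 note: 0% = DMSO and 100% = no enzyme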
Starred values were filed as active, the others as inactive; x = no result given.

SMILES | EZH2 inh | IDH1 R132H inh
C[C@@H]1CN([C@@H](C)CO)C(=O)c2cc(NS(=O)(=O)c3ccccc3)ccc2O[C@@H](C)CCCCO[C@@H]1CN(C)S(=O)(=O)c1cccs1 | x | 1.1
COc1cc([C@H]2OC[C@H]3[C@@H]2CO[C@@H]3c2ccc(O)c(OC)c2)ccc1O | 79.7* | x
C[C@H]1CN([C@@H](C)CO)C(=O)c2cccc(NC(=O)C3CCOCC3)c2O[C@H]1CN(C)C(=O)Nc1cccc2ccccc12 | -9.2 | -0.5
CO[C@H]1CN(C)C(=O)c2ccc(NC(=O)C3CCC3)cc2OC[C@@H](C)N(Cc2ccncc2)C[C@H]1C | -5.1 | 0.1
O=C(CN1C(=O)c2ccccc2S1(=O)=O)Nc1cc(C(F)(F)F)ccc1Cl | 6.0 | -0.5
C[C@@H]1CN([C@H](C)CO)C(=O)c2cccc(NC(=O)C3CCOCC3)c2O[C@H]1CN(C)Cc1ccccc1 | -5.3 | x
C[C@H](CO)N1C[C@H](C)[C@H](CN(C)C(=O)CN2CCOCC2)Oc2ncc(/C=C/c3ccccc3)cc2C1=O | 1.7 | -0.2
Cc1onc(-c2ccccc2)c1C(=O)Nc1cccc2nsnc12 | -0.2 | -0.7
CCCN1C[C@H](C)[C@H](OC)CN(C)C(=O)c2ccc(NC(=O)c3ccc(F)cc3)cc2OC[C@H]1C | -2.9 | x
CO[C@H]1CN(C)C(=O)c2cc(NC(=O)NC(C)C)ccc2OC[C@H](C)N(C(=O)CC2CC2)C[C@H]1C | -2.1 | 0.2
Cc1ccc(S(=O)(=O)N(C)CC(=O)Nc2ccccc2Sc2ccccc2)cc1 | 42.6 | 0.3
Cc1cccc(C)c1OCC(=O)Nc1sc(C)c(C)c1C(N)=O | -5.6 | -0.4
CCC(=O)N(C)C[C@@H]1Oc2cc(-c3ccc(C)cc3)ccc2S(=O)(=O)N([C@@H](C)CO)C[C@@H]1C | 0.3 | -5.7
CO[C@@H]1CN(C)C(=O)c2cc(NC(=O)C3CC3)ccc2OC[C@H](C)N(Cc2nccs2)C[C@@H]1C | -8.8 | 0.2
C[C@H]1CN([C@@H](C)CO)C(=O)Cc2cc(NS(=O)(=O)c3ccc(F)cc3)ccc2O[C@H]1CN(C)Cc1ccccc1 | -9.3 | -1.5
COc1ccccc1S(=O)(=O)N[C@H]1CC[C@H](CCn2cc(C3CC3)nn2)O[C@H]1CO | 1.9 | 0.2
O=C(C[C@H]1CC[C@@H](NC(=O)Nc2cc(F)ccc2F)[C@@H](CO)O1)NCc1ccncn1 | 8.6 | 0.1
C[C@H]1CCCCO[C@@H](CN(C)C(=O)Nc2ccccc2)[C@@H](C)CN([C@@H](C)CO)C(=O)c2cc(NC(=O)Nc3ccc4c(c3)OCO4)ccc2O1 | x | 0.5
COC(=O)CCCCCCC(=O)N/N=C/c1ccc[nH]1 | 2.9 | x
CO[C@@H](CN(C)C(=O)c1ccccc1F)[C@@H](C)CN([C@@H](C)CO)S(=O)(=O)c1ccc(F)cc1 | -0.6 | 0.2
Cc1ccc(S(=O)(=O)N[C@@H]2CC[C@@H](CCNC(=O)C3CCCC3)O[C@@H]2CO)cc1 | -0.6 | 0.1
COCC#Cc1ccc2c(c1)O[C@@H](CN(C)C(=O)c1ccccc1)[C@@H](C)CN([C@H](C)CO)S2(=O)=O | -3.1 | -0.5
CCS(=O)(=O)Nc1ccc2c(c1)C(=O)N(C)C[C@@H](OC)[C@H](C)CN(CC1CCCCC1)[C@@H](C)CO2 | -15.6 | -0.2
C[C@H](CO)N1C[C@H](C)[C@@H](CN(C)C(=O)C2CC2)Oc2cc(-c3ccc(F)cc3)ccc2S1(=O)=O | -11.9 | x
CCCC(=O)Nc1ccc2c(c1)OC[C@@H](C)N(Cc1cccc(F)c1)C[C@H](C)[C@H](OC)CN(C)C2=O | -3.9 | -0.2
Following part.
SMILES | EZH2 inh | IDH1 R132H inh
Cn1c(SCC(=O)Nc2ccc(C(=O)O)cc2)nnc1-c1ccc(Cl)cc1Cl | -6.9 | -0.2
CC1=C(CO)C(=O)OC([C@@H](C)[C@H]2CCC3C4CC=C5C[C@@H](O[C@@H]6O[C@H](CO)[C@@H](O)[C@H](O)[C@H]6O)C[C@H](O)[C@]5(C)C4CC[C@@]32C)C1 (stereo partly drawn) | -5.0 | -0.3
COC(=O)c1ccccc1NC(=O)CN(c1ccc(C)c(Cl)c1)S(C)(=O)=O | -12.4 | 0.0
C[C@H]1CN([C@@H](C)CO)C(=O)Cc2cc(NS(=O)(=O)c3cn(C)cn3)ccc2O[C@H]1CN(C)C(=O)Nc1ccc(F)cc1 | x | 0.5
Cc1ccccc1S(=O)(=O)N(C)C[C@H]1OCc2ccccc2-c2ccccc2C(=O)N([C@H](C)CO)C[C@H]1C | 2.5 | -5.8
COc1ccc(S(=O)(=O)N[C@H]2C=C[C@H](CC(=O)N3CCc4ccccc4C3)O[C@H]2CO)cc1 | -4.8 | -0.3
C[C@@H]1CN([C@@H](C)CO)S(=O)(=O)c2ccc(-c3cccnc3)cc2O[C@H]1CN(C)C(=O)CN(C)C | 0.9 | 0.0
COc1cc([N+](=O)[O-])cc(CN2CCN(CCO)CC2)c1O | -4.3 | 0.3
CS(=O)(=O)N(CC(=O)NC1CCCCC1)c1cccc(F)c1 | 0.0 | 0.3
O=C(CCCCCCC(=O)Nc1ccccc1O)N/N=C/c1cc(Br)cs1 | 11.8 | -0.2
COc1cccc(NC(=O)Nc2ccc3c(c2)C(=O)N(C)C[C@H](OC)[C@H](C)CN(CC2CC2)[C@@H](C)CO3)c1 | -1.7 | -0.5
O=C(Nc1ccccc1F)N[C@H]1CC[C@H](CCNS(=O)(=O)c2ccc(Cl)cc2)O[C@H]1CO | 6.5 | 0.1
CO[C@@H]1CN(C)C(=O)c2cc(NC(=O)NC(C)C)ccc2OC[C@H](C)N(C(=O)CC2CC2)C[C@H]1C | 7.6 | 0.2
O=C(Nc1sccc1C(=O)N1CCOCC1)c1cc2ccccc2oc1=O | 6.7 | 2.2
Cc1nc2nc[nH]n2c(=O)c1NS(=O)(=O)c1cccs1 | x | 0.3
Nc1ncnc2nc(SCC(=O)N3CCN(c4ccccc4)CC3)[nH]c12 | -2.3 | 0.3
COc1ccc(Cc2nnc(SCc3nc4ccccc4c(=O)[nH]3)n2C)cc1 | 16.9 | 0.1
CNC[C@H]1Oc2cc(C#CC(C)(C)O)ccc2S(=O)(=O)N([C@H](C)CO)C[C@H]1C | -19.3 | -0.5
O=C(N/N=C/c1cccc(B(O)O)c1)c1ccccc1O | -5.8 | 0.1
O=C(C[C@H]1CC[C@@H](NC(=O)c2ccccc2)[C@H](CO)O1)NCCc1ccncc1 | 0.0 | 0.5
Cc1cccc(OCC(=O)Nc2c[nH]c(=O)[nH]c2=O)c1C | 6.9 | 1.5
Cc1n[nH]c(C)c1C(=O)CC1(O)C(=O)N(Cc2ccccc2)c2ccccc21 (stereo not drawn) | -7.5 | 0.5
C[C@@H]1CN([C@@H](C)CO)C(=O)Cc2cc(NS(=O)(=O)c3ccc(F)cc3)ccc2O[C@H]1CN(C)Cc1ccc(C(=O)Nc2ccccc2N)cc1 | x | -0.3
C[C@H](CO)N1C[C@H](C)[C@@H](CN(C)Cc2ccc3c(c2)OCO3)Oc2ccc(NC(=O)C3CCCCC3)cc2C1=O | x | 1.4
C[C@H](NC(=O)C[C@H]1CC[C@@H](NC(=O)C2CC2)[C@@H](CO)O1)c1ccccc1 | -6.6 | 0.5
(further entries)
SMILES | EZH2 inh | IDH1 R132H inh
O=C(O)C[C@H]1C[C@@H]2c3cc(NC(=O)Nc4ccc(F)cc4)ccc3O[C@@H]2[C@@H](CO)O1 | 0.8 | -1.1
CNC[C@@H]1OCCCC[C@@H](C)Oc2ccc(NS(=O)(=O)c3cccs3)cc2C(=O)N([C@@H](C)CO)C[C@H]1C | x | 2.2
CO[C@@H]1CN(C)C(=O)c2cc(NC(=O)Nc3ccccc3)ccc2OC[C@@H](C)N(C(=O)CC2CC2)C[C@@H]1C | -8.2 | 0.0
C[C@H]1CN([C@@H](C)CO)C(=O)c2cc(NC(=O)Nc3ccc(C(F)(F)F)cc3)ccc2O[C@H]1CN(C)Cc1ccc(C(F)(F)F)cc1 | x | -1.8
C[C@@H]1CCCCO[C@@H](CN(C)Cc2ccncc2)[C@H](C)CN([C@@H](C)CO)C(=O)c2cc(NS(=O)(=O)c3ccc(Cl)cc3)ccc2O1 | x | 1.4
CC(C)c1cn(CC[C@@H]2CC[C@@H](NS(=O)(=O)Cc3ccccc3)[C@H](CO)O2)nn1 | 1.1 | -0.3
CCC(=O)Nc1ccc2c(c1)OC[C@H](C)N(C(=O)C1CC1)C[C@@H](C)[C@H](OC)CN(C)C2=O | 12.1 | -0.1
C[C@H]1CN([C@@H](C)CO)C(=O)c2cc(-c3ccc(C(=O)N(C)C)cc3)cnc2O[C@H]1CN(C)C(=O)c1cccnc1 | -2.4 | 2.3
O=C(C[C@H]1CC[C@@H](NC(=O)c2ccc3c(c2)OCO3)[C@H](CO)O1)NC1Cc2ccccc2C1 | 9.8 | -0.2
COc1ccc(/C=C2\SC(=S)N(CCCC(=O)NC34CC5CC(CC(O)(C5)C3)C4)C2=O)cc1 | -1.2 | x
C[C@H](CO)N1C[C@H](C)[C@H](CN(C)S(=O)(=O)c2ccc(-n3cccn3)cc2)OCc2cn(nn2)CCCC1=O | x | -0.5
COc1cccc(CNC(=O)C[C@@H]2C=C[C@H](NC(C)=O)[C@@H](CO)O2)c1 | -7.9 | 0.2
NS(=O)(=O)c1ccc(NC(=S)Nc2nn(Cc3ccc(Cl)cc3Cl)cc2Cl)cc1 | -14.1 | -0.1
COc1ccc(S(=O)(=O)N(C)C[C@@H]2Oc3ccc(NS(=O)(=O)c4ccccc4)cc3CC(=O)N([C@@H](C)CO)C[C@H]2C)cc1 | x | -2.7
C[C@@H]1CN([C@@H](C)CO)C(=O)c2cccc(NS(=O)(=O)c3cn(C)cn3)c2O[C@H]1CN(C)Cc1ccc(C(=O)O)cc1 | x | 1.8
C[C@@H]1CN([C@@H](C)CO)C(=O)Cc2cc(NC(=O)Cc3ccccc3)ccc2O[C@@H]1CN(C)C(=O)Nc1ccc2c(c1)OCO2 | -1.0 | 1.8
C[C@@H]1CN([C@H](C)CO)C(=O)c2cc(C#CCN(C)C)cnc2O[C@H]1CN(C)Cc1ccncc1 | 4.2 | 0.8
O=C(NO)c1ccc(C(=O)N/N=C/c2ccc(OCCO)cc2)cc1 | 28.1 | x
O=C(C[C@H]1C[C@H]2c3cc(NC(=O)Nc4ccccc4)ccc3O[C@H]2[C@@H](CO)O1)NCc1cccc(F)c1 | -32.6 | 0.3
O=C(C[C@H]1C[C@H]2c3cc(NS(=O)(=O)c4ccc(F)cc4)ccc3O[C@H]2[C@H](CO)O1)N1CCOCC1 | 11.0 | -0.8
Cc1ccc(Nc2nc(Oc3ccc(OCc4ccccc4)nn3)nc(N(C)C)n2)cc1 | 4.5 | 2.6
CC(=O)N(C)C[C@@H]1Oc2cc(C#CCN(C)C)ccc2S(=O)(=O)N([C@H](C)CO)C[C@H]1C | -6.7 | 0.6
Cc1ccc(-c2ccc3c(c2)O[C@H](CN(C)C(=O)Nc2ccccc2)[C@H](C)CN([C@@H](C)CO)S3(=O)=O)cc1 | -8.4 | -1.2
CC(C)CC#Cc1cnc2c(c1)C(=O)N([C@@H](C)CO)C[C@H](C)[C@H](CN(C)Cc1ccc(C(=O)O)cc1)O2 | 1.7 | 5.8
CO[C@H]1CN(C)C(=O)c2ccc(NC(=O)c3ccno3)cc2OC[C@H](C)NC[C@H]1C | -2.0 | -0.4

Single records, from the list above. Order of values: EZH2 inh	IDH1 R132H inh
O=C(NO)c1ccc(C(=O)N/N=C/c2ccc(OCCO)cc2)cc1 reads 28.1	x
O=C(C[C@H]1C[C@H]2c3cc(NS(=O)(=O)c4ccc(F)cc4)ccc3O[C@H]2[C@H](CO)O1)N1CCOCC1 reads 11.0	-0.8

Next part
SMILES | EZH2 inh | IDH1 R132H inh
C[C@@H]1CN([C@@H](C)CO)C(=O)c2cc(C#CCc3ccccc3)cnc2O[C@H]1CN(C)Cc1cccnc1 | -4.2 | -0.6
C[C@@H]1CN([C@H](C)CO)C(=O)CCCn2cc(nn2)CO[C@H]1CN(C)Cc1ccc(O)cc1 | -4.1 | x
COCCNC(=O)C[C@@H]1C[C@H]2c3cc(NC(=O)Nc4ccccc4F)ccc3O[C@H]2[C@@H](CO)O1 | -16.0 | -0.4
CCOC(=O)C1CCCCN1Cc1ccc(OC)c(O)c1 (stereo not drawn) | -11.5 | 0.1
C/C=C/c1ccc2c(c1)O[C@@H](CN(C)CC1CCCCC1)[C@@H](C)CN([C@@H](C)CO)S2(=O)=O | x | -0.3
Cc1ccc(S(=O)(=O)N(C)C[C@H]2OCCCC[C@H](C)Oc3ccc(N(C)C)cc3C(=O)N([C@@H](C)CO)C[C@@H]2C)cc1 | -5.1 | x

Fetched by compound from the entries so far:
SMILES | EZH2 inh | IDH1 R132H inh
Cc1cccc(OCC(=O)Nc2c[nH]c(=O)[nH]c2=O)c1C | 6.9 | 1.5
NS(=O)(=O)c1ccc(NC(=S)Nc2nn(Cc3ccc(Cl)cc3Cl)cc2Cl)cc1 | -14.1 | -0.1
COc1ccc(S(=O)(=O)N(C)C[C@@H]2Oc3ccc(NS(=O)(=O)c4ccccc4)cc3CC(=O)N([C@@H](C)CO)C[C@H]2C)cc1 | x | -2.7
O=C(NO)c1ccc(C(=O)N/N=C/c2ccc(OCCO)cc2)cc1 | 28.1 | x
C[C@H]1CCCCO[C@@H](CN(C)C(=O)Nc2ccccc2)[C@@H](C)CN([C@@H](C)CO)C(=O)c2cc(NC(=O)Nc3ccc4c(c3)OCO4)ccc2O1 | x | 0.5

An excerpt; rates above refer to the full screens.
